p53ts 32C kill: kills p53ts cells at the permissive temperature. H1299-p53A138V at 32C, ATP luminescence viability, 24 h. Potency, µM (highest dose often 46.1 µM), inactives show at the highest dose activity change, negative = cytotoxicity, actives largely listed as cytotoxic. 0.93% of 130,000 active. AID 924;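 also: 0% = DMSO and -100% = full killing by reference compound; nearly all actives have a fitted effect of over 55% in size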
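H1299-p53 A138V cells (temperature-sensitive p53) exposed 24 h to up to 46 uM compound at 32C, where p53 is wild-type in conformation. Viability read as ATP luminescence and normalised to DMSO and 100 uM tamoxifen. AC50 fitted with the Hill equation.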
Peg3 imprint: induces erasure of genomic imprints in mouse ES cells | AID 1948 | mouse ES Peg3-LacZ reporter, beta-gal luminescence, 40 h | Potency, µM (highest dose often 60.7 µM), for the others: at the top dose activity change, positive = activation, hits mostly activators | 0.02% of 110,000 active;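 also: 0% = negative control wells on the plate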
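Imprint erasure is scored as LacZ activity from the silenced maternal Peg3 allele in feeder-free female ES cells cultured 40 h with LIF. Luminescence is normalized to in-plate negative controls and fitted to the Hill equation.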
IkB signaling: IkB pathway inhibition in ABC-DLBCL cells; Potency, µM (series often up to 57.1 µM), inactives show at the highest dose IkBa stabilization activation; 0.04% of 110,000 active; AID 445; ABC-DLBCL IkBa-CBG/CBR dual luciferase ratio, 4 h; response scale: scaled: untreated 0%, proteasome inhibitor 100%; active = well fitted curve in the direction sought with a large enough effect in the signal ratio, not every such curve was filed as active; inconclusive = small, poorly fitted or top-dose-only effect, or a change in a side signal; the % refers to the signal ratio;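 also: the direction sought is a rising ratio; 0% = basal untreated cells and 100% = reference inhibitor full response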
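In this assay, an IκBα–CBG68 fusion accumulates when IKK-driven degradation is blocked; native CBR normalizes for cell number. OCI-Ly3 cells were treated 4 h with compound and doxycycline, then green and red light read after Chroma-Glo addition.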
p53ts 39C kill: p53ts cell cytotoxicity, nonpermissive temperature; AID 902; 1.5% of 130,000 active; Potency, µM (top dose mostly 46.1 µM), inactives show at the highest dose activity change, negative = cell killing, hits mostly cytotoxic; H1299-p53A138V viability at 39C, ATP luminescence, 24 h; also: nearly all actives have a fitted effect of over 55% in size
Active calls of the source: *; ? = inconclusive; nt = no result given; & = joins results of further samples; [ ] = remark or other dose. Unless noted, calls follow the shape of the dose curve; as a rule, active = well fitted curve in the direction sought with a large enough effect; inconclusive = small, poorly fitted or top-dose-only effect, or another doubt; inactive = no such curve, though single readings can be large; an effect the other way counts as inactive or inconclusive. Unless noted, % is scaled to controls: 0 for no effect and ±100 for the full control effect; potency is read from the fitted curve at half-maximal effect.

SMILES	p53ts 32C kill	Peg3 imprint	IkB signaling	p53ts 39C kill
CCN(CCCNC(=O)c1nn(-c2ccc(OC)cc2)c(=O)c2c1c1ccccc1n2C)c1ccccc1	-7%	-11%[10.9 µM]	-1.6%	9%
O=C(Cn1ncn2nc(-c3cccs3)cc2c1=O)NCc1ccccc1Cl	10%	10%[10.9 µM]	-2.0%	-6%
COc1cc2c(cc1OC)C(COc1ccccc1OC)N(C(=O)CC(C)C)CC2 (stereo unspecified)	-7%	-10%[10.9 µM]	-0.7%	-8%
Cc1nnc(SCC(=O)N2CCC(C(N)=O)CC2)s1	1%	nt	nt	5%
CCOc1ccc(NC(=O)c2ccc3nc(Cc4ccccc4)oc3c2)cc1	-10%	-18%[10.9 µM]	?	-4%
O=C(COC(=O)CCOc1ccccc1)Nc1ccc(Cl)cn1	-19%	0%	1.1%	-14%
COCCCNC(=O)CSc1nc2cc3c(cc2c(=O)n1CCCC(=O)NCc1ccc2c(c1)OCO2)OCO3	0%	29%[10.9 µM]	0.8%	-27%
COCCOc1ccc(C(F)(F)F)cc1Nc1nc2ccccc2o1	5%	-15%	?	-29%
COc1ccc(-n2ncc(C(=O)Nc3cccc(C(F)(F)F)c3)c2C2CCN(C(=O)OC(C)(C)C)CC2)cc1	-12%	?	?	-11%
COc1ccc(Nc2ncc(C(=O)Nc3cc(C)ccc3OC)c3ccccc23)cc1	14%	-16%[10.9 µM]	?	32%[activator]
COc1cccc(/C=N/n2cncn2)c1OCC#N	-2%	-12%	0.8%	10%
CC(C)[C@H](NC(=O)NC1CCCC1)C(=O)O	-2%	11%	-2.0%	7%
CCOc1cc(C(=O)N2CCN(c3ccc(C(C)=O)cc3)CC2)cc(OCC)c1OCC	2%	-8%	2.3%	6%
O=C(NCc1ccc(Cl)cc1)c1cc2c(s1)-c1ccccc1SC2	21%	12%[10.9 µM]	?	-1%
CCC/C=C(\CCC)C(NC(=O)c1ccc(C(F)(F)F)cc1)c1ccc(C(F)(F)F)cc1 (stereo unspecified)	5%	-12%	nt	-20%
Cc1ccc2c(c1)N(CC(=O)N1CCCCC1c1cccnc1)C(=O)CO2 (stereo unspecified)	2%	2%	-0.6%	9%
Cc1cc(NC(=O)COC(=O)c2cc3c(s2)CCC(C)C3)no1 (stereo unspecified)	-4%	-21%	1.1%	-12%
O=C(NCCCO)c1ccc2[nH]c3ccccc3c2c1	-16%	1%	-2.5%	-18%
Cc1ccc2nc(N/N=C\c3cccc(C)n3)cc(C)c2c1	3%[9.22 µM]	-13%[10.9 µM]	-0.4%[11.4 µM]	-2%[9.22 µM]
CSc1ccccc1NS(=O)(=O)c1ccc2c(c1)OCCO2	-6%	-15%	0.5%	4%
CCOC(=O)c1ccc2c(c1)N(Cc1ccccc1)C(=O)c1ccccc1S2	7%	29%[10.9 µM]	?	-17%
COC(=O)c1c(NC(=O)C2CC2)sc2c1CCCC2	13%	18%	-3.0%	13%
COc1cc2c(=O)n(Cc3ccco3)c(=O)n(CC(=O)c3ccc(Br)cc3)c2cc1OC	-6%	2%	1.9%	-3%
CN=C1SC(CC(=O)Nc2cc(Cl)ccc2Cl)C(=O)N1C (stereo unspecified)	3%	-8%	2.1%	14%
O=Cc1cn(-c2ccccc2)nc1-c1ccc2c(c1)OCCO2	-17%	nt	nt	-7%

Full records, quoted from the list.
COCCOc1ccc(C(F)(F)F)cc1Nc1nc2ccccc2o1 is listed with p53ts 32C kill: 5%; Peg3 imprint: -15%; IkB signaling: ?; p53ts 39C kill: -29%
COc1cc2c(cc1OC)C(COc1ccccc1OC)N(C(=O)CC(C)C)CC2 (stereo unspecified) is listed with p53ts 32C kill: -7%; Peg3 imprint: -10%[10.9 µM]; IkB signaling: -0.7%; p53ts 39C kill: -8%
CCC/C=C(\CCC)C(NC(=O)c1ccc(C(F)(F)F)cc1)c1ccc(C(F)(F)F)cc1 (stereo unspecified) is listed with p53ts 32C kill: 5%; Peg3 imprint: -12%; IkB signaling: nt; p53ts 39C kill: -20%

Next part:
SMILES	p53ts 32C kill	Peg3 imprint	IkB signaling	p53ts 39C kill
CC(=O)c1cccc(NC(=O)Nc2nnc(N3CCCC3)s2)c1	5%	-13%[10.9 µM]	?	10%
O=C(c1ccccc1NS(=O)(=O)c1ccc(Br)s1)N1CCCC1	-9%	6%	4.7%	2%
CC(C)[C@@H]1[C@H]2CC[C@H](C2)[C@H]1N	-3%	-12%	0.5%&-2.3%	-6%
COc1cccc(Nc2cc(-c3ccccc3)nc(C)n2)c1	5%	-14%[10.9 µM]	?	14%
COc1ccc(CC(NC(C)=O)C(=O)NC2CCN(S(=O)(=O)c3ccccc3)CC2)cc1OC (stereo unspecified)	-2%	-6%	-0.6%	-7%
c1cc2nncn2nc1N1CCCC1	-1%	nt	-0.7%	1%
Cc1cccc(CSc2nc3c(sc4ccccc43)c(=O)n2CCC(=O)NC(C)C)c1	15%	?	1.0%	-24%
C/C=C/OC(=O)NC(c1cccc(C)c1)[C@@]1(C(=O)OCC)CCCC1=O (stereo partly specified)	-2%[9.22 µM]	nt	nt	15%[9.22 µM]
CCOc1ccc(NC(=O)Cn2cc(C(=O)c3ccc(F)cc3)c(=O)c3cc4c(cc32)OCO4)cc1	-10%	-10%[10.9 µM]	?	?
Cc1ccc(SCc2nc(-c3ccccc3)no2)cc1	-10%	-11%	1.9%	-6%
COCCNC(=O)c1ccc2ccccc2n1	-9%	-14%	0.0%	-7%
Cc1ccc2oc(=O)c(S(=O)(=O)c3ccc(F)cc3)cc2c1	-6%	-7%[10.9 µM]	3.9%	-11%
CC(NC(=O)c1ccc(F)cc1)c1nc2ccccc2[nH]1 (stereo unspecified)	-2%	3%[10.9 µM]	0.3%	16%
CN(Cc1ccccc1)Cn1ccnc1	-7%[9.22 µM]	-10%[10.9 µM]	-0.1%[11.4 µM]	10%[9.22 µM]
O=C(COc1ccccc1)Nc1cccc(-c2nnc(-c3ccccc3)o2)c1	-16%	-38%[inhibitor]	?	-15%
CCN1C(=O)[C@H]2[C@@H]3[C@H](O)C=CC(=O)[C@H]3CC[C@H]2C1=O	-5%[9.22 µM]	nt	nt	0%[9.22 µM]
OC(c1ccccc1)c1nc2ccccc2n1Cc1c(F)cccc1Cl (stereo unspecified)	11%	-9%[10.9 µM]	?	-10%
CC1CC(C(F)(F)F)n2ncc(C(=O)O)c2N1 (stereo unspecified)	1%	-6%	2.4%	4%
CCOC1OC2C(CO)OC(n3cnc4c(N)ncnc43)C2O1 (stereo unspecified)	9%	-5%	0.5%	-4%
CCCOc1ccc([C@@H]2C3CN(C(=O)OCC)CC=C3C(C#N)=C(N)C2(C#N)C#N)cc1OC (stereo partly specified)	-3%	-3%	6.9%	-13%
CC(C)COc1cccc(C(=O)Nc2ccc(S(=O)(=O)N3CCOCC3)cc2)c1	-9%	-9%	?	-2%
CCCS(=O)(=O)c1c(S(=O)(=O)CCC)c2cc(CC)ccn2c1C(=O)OC	-12%	-16%	-1.7%	-13%
CCSc1nnc(NC(=O)CSc2nc3c(c(=O)n2C)SC(C)C3)s1 (stereo unspecified)	-12%	1%	-0.4%	1%
COc1ccccc1CN1COc2ccc3c(C)cc(=O)oc3c2C1	1%	?	0.4%	7%
CCOC(=O)c1scc(-c2ccccc2)c1S(=O)(=O)N1CCN(c2ccc(Cl)cc2)CC1	-2%	-14%[10.9 µM]	?	-21%

Entries shown so far containing a cyano group (2):
SMILES	p53ts 32C kill	Peg3 imprint	IkB signaling	p53ts 39C kill
COc1cccc(/C=N/n2cncn2)c1OCC#N	-2%	-12%	0.8%	10%
CCCOc1ccc([C@@H]2C3CN(C(=O)OCC)CC=C3C(C#N)=C(N)C2(C#N)C#N)cc1OC (stereo partly specified)	-3%	-3%	6.9%	-13%

Later entries.
SMILES	p53ts 32C kill	Peg3 imprint	IkB signaling	p53ts 39C kill
C=C1C(=O)OC2C[C@@]3(C)CCCC(C)C3=CC12 (stereo partly specified)	?	-46%[inhibitor]	nt	6%
Cc1c(C(=O)Nc2nnc(C(F)(F)F)s2)oc2ccccc12	-30%	nt	nt	-28%
COc1ccc(OC)c(C2C(C(=O)c3cccs3)=C(O)C(=O)N2CCN(C)C)c1 (stereo unspecified)	-2%	-5%	-4.2%	6%
Cc1ccc(CNC(=O)C2c3ccccc3C(=O)N(C)C2c2c[nH]c3ccccc23)o1 (stereo unspecified)	23%	-15%	?	1%
COCC(=O)N1CCC[C@@]2(CCN(Cc3ccc(C#N)cc3)C2)C1	-2%	nt	-2.3%[11.4 µM]	17%
CC(=O)c1ccc(N2CCN(c3ccc4cc(S(=O)(=O)N5CCC(C)CC5)ccc4n3)CC2)cc1	-2%	-12%[10.9 µM]	-3.0%	-15%
O=C(Cn1c(=O)n(-c2ccccc2)c(=O)c2c3c(sc21)CCC3)c1ccc(Br)cc1	-1%	-9%[10.9 µM]	0.4%	-2%
Cc1cccn2c(=O)c3cc(C(=O)NCC(C)C)sc3nc12	6%	-9%[10.9 µM]	1.0%	15%
COC(=O)c1ccc(Oc2nc3c(c(=O)n(C)c(=O)n3C)n2CCC(C)C)cc1	5%	3%	1.2%	13%
Cc1cc(C)cc(-n2c(C)cc(/C=N\NC(=O)COc3cccc4cccnc34)c2C)c1	16%	nt	nt	20%
CCOc1ccc(C(=O)Nc2ccc3oc(-c4ccc(C)cc4C)nc3c2)cc1Br	-10%	-10%[10.9 µM]	0.1%	?
COc1ccc(NC(=O)CC2Nc3ccccc3NC2=O)cc1 (stereo unspecified)	-11%	-5%[10.9 µM]	-3.5%	-11%
Cc1c(C)n(C)c2ccc(C(=O)NCc3cccc(F)c3)cc12	8%	-7%[10.9 µM]	0.6%	-3%
Cc1cc(Cl)ccc1OCc1cc(=O)n2c3c(sc2n1)CCCC3	-11%	-8%[10.9 µM]	0.4%	-7%
CC(=O)c1cnc(Nc2nc(C)c3cccc(C)c3n2)nc1C	-7%	8%	1.4%	0%
CC1CCCCN1C(=O)Cn1c(=O)oc2ccccc21 (stereo unspecified)	-1%	4%	0.1%	0%
Cc1ccc(CN2C(=O)C3(c4ccccc42)N(c2cccc(C(F)(F)F)c2)C(=O)CS3(=O)=O)cc1 (stereo unspecified)	4%	7%[10.9 µM]	?	10%
COc1cc2nc(NCC(C)c3ccccc3)n3nc(-c4ccccc4)nc3c2cc1OC (stereo unspecified)	5%	8%[10.9 µM]	1.3%	-12%
CCc1ccc(OCCCn2c(-c3ccc(Cl)cc3)nc3ccccc3c2=O)cc1	-6%	-19%[10.9 µM]	8.8%	4%
Cc1cc(C)n(S(=O)(=O)c2ccc(Cl)c(Cl)c2Cl)n1	19%	-16%	0.6%	1%
CCOC(=O)c1sc2cccc(F)c2c1S(=O)(=O)N1CCN(c2cccc(Cl)c2)CC1	11%	-14%[10.9 µM]	-3.1%	-17%
O=C(Nc1cccc(C(F)(F)F)c1)C1CCCN(S(=O)(=O)c2cnc[nH]2)C1 (stereo unspecified)	-2%	-14%	-1.0%	-10%
CCCCC(=O)Nc1ccc(C(N)=O)cc1	3%	-6%	-0.7%	11%
CCNc1ncc2nc(-c3cccs3)c(=O)n(C[C@H]3CCCO3)c2n1	7%	-4%	-8.7%[11.4 µM]	-6%
Cc1ccc(C(=O)NCCN2CCOCC2)cc1	1%	nt	nt	21%

Following part.
SMILES	p53ts 32C kill	Peg3 imprint	IkB signaling	p53ts 39C kill
COc1ccc(CCN2C(=O)CN(C3CCCCCC3)C(=O)C2c2ccc(OC(C)C)c(OC)c2)cc1OC (stereo unspecified)	6%	-5%[10.9 µM]	?	?
CCCC(=O)N1CCN(c2nc3ccc(F)cc3s2)CC1	?	-32%[inhibitor][10.9 µM]	-0.9%	?
Cc1ccc2oc(=O)c(-c3nc(-c4cccs4)no3)cc2c1	-2%	-23%[10.9 µM]	?	?
CC1Cc2ccccc2N1C(=O)c1cnc2ccccn2c1=O (stereo unspecified)	6%	nt	nt	8%
O=C(CN(CC1CCCO1)C(=O)CCC(=O)Nc1nccs1)NCc1ccccc1 (stereo unspecified)	5%	nt	nt	11%
COc1ccccc1CNc1nc2nc3c(c(=O)n2[nH]1)CCC3	3%	0%	?	8%
COCCn1c(C)cc(C(=O)COC(=O)c2cc3c(s2)CCC3)c1C	1%	-24%	1.9%	-9%
CC[C@@H](C)[C@H](NS(=O)(=O)c1ccc(C)cc1)C(=O)N1CCC(C(=O)NCC(=O)O)CC1	-5%	-3%	-0.2%	8%

No enrichment for hits; 1.7% or so of the library scored in one or more.
